High-throughput results (PubChem)
TcdB inh = inhibitors of Clostridioides difficile toxin B glycohydrolase; P18177; inhibition, % at 9.99 µM; AID 652162; TcdB glycohydrolase enzymatic assay, plate reader; actives 0.24% (n = 350,000); in the data active = inhibition above about 10%
The depositor's hits bear a star. This is a subset, so the mix of outcomes need not match the whole.

SMILES	TcdB inh
CNC[C@@H]1Oc2ccc(NC(=O)Nc3ccc(F)cc3)cc2CC(=O)N([C@@H](C)CO)C[C@@H]1C	0.0
C[C@H]1CN([C@@H](C)CO)C(=O)c2cc(NS(=O)(=O)c3ccccc3)ccc2O[C@H]1CN(C)Cc1ccc(Cl)c(Cl)c1	0.0
COc1ccc2c3c(n(C)c2c1)[C@H](CO)N(C(=O)NC(C)C)CC31CCN(CC2CCCCC2)CC1	-1.4
Cc1noc(C)c1S(=O)(=O)Nc1ccc2c(c1)C(=O)N([C@H](C)CO)C[C@@H](C)[C@@H](CN(C)Cc1ccccc1)OCCCC[C@@H](C)O2	0.5
C[C@@H]1CN([C@@H](C)CO)C(=O)c2cc(NC(=O)C3CCCCC3)ccc2O[C@@H](C)CCCCO[C@H]1CN(C)C(=O)C1CCCCC1	0.5
COCC(=O)Nc1ccc2c(c1)C(=O)N(C)C[C@@H](OC)[C@H](C)CN(CC1CCCCC1)[C@@H](C)CO2	-0.1
COC(=O)[C@H]1[C@H](CO)[C@H]2Cn3c(ccc(C4=CCCC4)c3=O)[C@H]2N1Cc1cncnc1	0.0
O=C(NC1Cc2ccccc2C1)[C@@H]1[C@@H](CO)[C@@H]2Cn3c(ccc(-c4ccccc4F)c3=O)[C@H]1N2	0.2
COc1cccc(S(=O)(=O)N[C@@H]2CC[C@@H](CC(=O)NCc3ccc(Cl)cc3)O[C@@H]2CO)c1	0.9
O=C(C[C@@H]1C[C@@H]2c3cc(NC(=O)C4CCC4)ccc3O[C@@H]2[C@@H](CO)O1)NCC1CC1	1.4
COc1ccc(NC(=O)N2CC(=O)N3[C@H](CO)[C@H](c4ccc(-c5ccc(C)cc5)cc4)[C@@H]3C2)cc1	0.2
C/C=C/c1cccc(-c2nc(C(=O)NCc3ccc(OC)cc3)cc3c2[C@@H](CCO)N([S@](=O)C(C)(C)C)C3)c1	-0.3
N#C[C@H]1[C@@H](c2ccc(-c3ccccc3)cc2)[C@@H](CO)N1C(=O)Cc1ccccc1	-1.0
COc1ccc(NC(=O)Nc2ccc3c(c2)C(=O)N([C@@H](C)CO)C[C@@H](C)[C@H](CN(C)C)O3)cc1	0.0
COc1ccc(NC(=O)Nc2cccc3c2O[C@H](CN(C)C(=O)Nc2ccccc2)[C@H](C)CN([C@H](C)CO)C3=O)cc1	-1.1

The closing four entries of the section before are carried over, then new ones follow.
SMILES	TcdB inh
C/C=C/c1cccc(-c2nc(C(=O)NCc3ccc(OC)cc3)cc3c2[C@@H](CCO)N([S@](=O)C(C)(C)C)C3)c1	-0.3
N#C[C@H]1[C@@H](c2ccc(-c3ccccc3)cc2)[C@@H](CO)N1C(=O)Cc1ccccc1	-1.0
COc1ccc(NC(=O)Nc2ccc3c(c2)C(=O)N([C@@H](C)CO)C[C@@H](C)[C@H](CN(C)C)O3)cc1	0.0
COc1ccc(NC(=O)Nc2cccc3c2O[C@H](CN(C)C(=O)Nc2ccccc2)[C@H](C)CN([C@H](C)CO)C3=O)cc1	-1.1
Cc1ccc(S(=O)(=O)N[C@@H]2C=C[C@@H](CC(=O)NCc3ccc(Cl)c(Cl)c3)O[C@H]2CO)cc1	-0.5
COc1cccc(C(=O)Nc2ccc3c(c2)C(=O)N(C)C[C@@H](OC)[C@H](C)CN[C@@H](C)CO3)c1	0.3
COC(=O)C[C@@H]1C=C[C@@H](NS(=O)(=O)c2ccccc2F)[C@@H](CO)O1	-0.6
CN1C(=O)c2cc(NC(=O)C3CCOCC3)ccc2OC[C@@H]2O[C@@H](CC(=O)NCc3ccc4c(c3)OCO4)CC[C@H]21	0.3
O=C(NCC[C@H]1CC[C@H](NC(=O)C2CCC2)[C@H](CO)O1)c1cc(Cl)cc(Cl)c1	-1.0
C[C@@H]1CN([C@H](C)CO)C(=O)c2cc(NC(=O)CCCN(C)C)ccc2O[C@@H](C)CCCCO[C@H]1CN(C)C(=O)Nc1ccccc1	1.0
O=C(N[C@@H]1CC[C@@H](CCNC(=O)C2CC2)O[C@H]1CO)c1ccncc1	0.0
Cc1ccc(S(=O)(=O)Nc2ccc3c(c2)C(=O)N([C@@H](C)CO)C[C@H](C)[C@@H](CN(C)C(=O)Nc2ccc(F)cc2)OCCCC[C@@H](C)O3)cc1	-2.0
COc1ccc(C(=O)Nc2ccc3c(c2)C(=O)N(C)[C@H]2CC[C@@H](CC(=O)NCC4CC4)O[C@H]2CO3)cc1	0.1
C[C@@H]1CN([C@H](C)CO)C(=O)c2cc(NC(=O)c3ccncc3)ccc2O[C@H]1CN(C)Cc1ccc(C(F)(F)F)cc1	1.3
COc1ccc(S(=O)(=O)N2C[C@H](O)COC[C@@H]3O[C@H](CC(=O)NCCCN4CCOCC4)CC[C@H]32)cc1	-0.7
Cc1ccccc1-c1ccc([C@@H]2[C@@H](CO)N3CCCCN(C(=O)c4cccnc4)C[C@H]23)cc1	-1.7
O=S(=O)(c1ccc2ccccc2c1)N1CCN(Cc2cccc(OCCO)c2)CC1	-0.1
CCCNC(=O)C[C@H]1CC[C@H]2[C@@H](COC[C@@H](O)CN2Cc2ccc(Cl)c(Cl)c2)O1	-3.1
Cc1noc(C)c1S(=O)(=O)Nc1ccc2c(c1)C(=O)N([C@@H](C)CO)C[C@@H](C)[C@H](CN(C)Cc1ccc(-c3ccccc3)cc1)O2	1.0
C[C@H]1CN([C@@H](C)CO)C(=O)Cc2cc(NC(=O)Nc3ccc(F)cc3)ccc2O[C@H]1CN(C)S(=O)(=O)c1ccccc1	0.5
C[C@H](CO)N1C[C@H](C)[C@H](CN(C)CC2CCCCC2)Oc2ccc(NC(=O)C3CCCCC3)cc2C1=O	-0.5
COc1ccc(C#Cc2ccc([C@@H]3[C@H](CO)N4CCCCN(C(=O)Nc5ccc(F)cc5)C[C@@H]34)cc2)cc1	0.8
O=C(C[C@@H]1CC[C@H]2[C@@H](COC[C@H](O)CN2C(=O)c2ccc(F)cc2)O1)Nc1ccc(-c2ccccc2)cc1	0.1
O=C(C[C@H]1C=C[C@@H](NC(=O)Cc2ccccn2)[C@@H](CO)O1)NCCCN1CCOCC1	-0.1
O=C(C[C@@H]1CC[C@H]2[C@@H](COC[C@@H](O)CN2CC2CCCC2)O1)NCC1CC1	-22
CCC(=O)N1C[C@H](O)COC[C@@H]2O[C@H](CC(=O)NC)CC[C@H]21	-0.7
N#C[C@H]1[C@@H](c2ccc(-c3ccncc3)cc2)[C@@H](CO)N1C(=O)C1CC1	-0.5
C[C@@H]1CCCCO[C@@H](CN(C)C(=O)C2CCCCC2)[C@@H](C)CN([C@@H](C)CO)C(=O)c2cc(NC(=O)NC3CCCCC3)ccc2O1	-4.9
COc1ccc(S(=O)(=O)Nc2ccc3c(c2)C(=O)N([C@H](C)CO)C[C@H](C)[C@@H](CN(C)S(C)(=O)=O)OCCCC[C@@H](C)O3)cc1	-0.3
O=C(C1CC1)N1[C@@H]2CNc3ccccc3[C@@H]2[C@@H]1CO	-0.7
CN(C)C(=O)C[C@H]1CC[C@H]2[C@@H](COC[C@H](O)CN2Cc2nccs2)O1	-0.8
O=C(C1CCOCC1)N1[C@H](CO)[C@H](c2ccccc2)C12CN(Cc1cncnc1)C2	-0.6
C[C@@H]1CN([C@@H](C)CO)C(=O)Cc2cc(NC(=O)NC3CCCCC3)ccc2O[C@@H]1CN(C)Cc1ccc(C(F)(F)F)cc1	-1.2
O=C(C[C@@H]1CC[C@H]2[C@@H](COC[C@H](O)CN2Cc2cccc(Cl)c2)O1)N1CCCCC1	-0.9
C[C@@H]1CCCCO[C@@H](CN(C)CC2CCCCC2)[C@H](C)CN([C@@H](C)CO)C(=O)c2cc(NC(=O)Cc3ccccc3)ccc2O1	-1.0
C[C@@H]1CN([C@H](C)CO)C(=O)Cc2cc(NC(=O)C3CC3)ccc2O[C@@H]1CN(C)C	-1.3
C[C@@H]1CN([C@@H](C)CO)C(=O)c2cc(/C=C/c3ccccc3)cnc2O[C@H]1CN(C)Cc1ccccc1F	-4.0
COc1ccc(S(=O)(=O)Nc2cccc3c2O[C@H](CN(C)Cc2ccc(C(F)(F)F)cc2)[C@@H](C)CN([C@@H](C)CO)C3=O)cc1	0.6
C/C=C/c1ccc([C@H]2[C@@H](CNC(C)=O)N(C(=O)Cc3ccncc3)[C@H]2CO)cc1	-4.3
O=C(C1CC1)N1CC2(C1)[C@H](c1ccccc1)[C@@H](CO)N2Cc1ccccc1F	0.0
C[C@H]1CN([C@@H](C)CO)C(=O)c2cc(C#CCN(C)C)cnc2O[C@@H]1CN(C)C(=O)CN1CCOCC1	0.8
C[C@@H]1CN([C@@H](C)CO)C(=O)Cc2cc(NS(C)(=O)=O)ccc2O[C@H]1CN(C)S(=O)(=O)c1cccs1	0.4
C[C@H]1CCCCO[C@@H](CN(C)C(=O)Nc2ccccc2)[C@@H](C)CN([C@@H](C)CO)C(=O)c2cc(NC(=O)Nc3ccc(F)cc3)ccc2O1	-0.8
CCC(=O)Nc1ccc2c(c1)C(=O)N(C)C[C@@H](OC)[C@@H](C)CN(C(=O)c1cnccn1)[C@H](C)CO2	-1.1
N#C[C@@H]1[C@@H](c2ccccc2C2=CCCC2)[C@@H](CO)N1C(=O)NC1CCCCC1	0.2
CCCC(=O)Nc1ccc2c(c1)OC[C@H](C)N(C(C)=O)C[C@H](C)[C@H](OC)CN(C)C2=O	-1.0
COc1ccc(NC(=O)N2C[C@@H](O)COC[C@H]3O[C@H](CC(=O)N4CCOCC4)CC[C@@H]32)cc1	-0.2
O=C(C[C@H]1C[C@@H]2c3cc(NC(=O)Cc4ccncc4)ccc3O[C@@H]2[C@H](CO)O1)NCc1cccnc1	-12
C[C@@H](NC(=O)C[C@@H]1C[C@@H]2c3cc(NC(=O)NC4CCCC4)ccc3O[C@@H]2[C@@H](CO)O1)c1ccccc1	-1.5
Cc1noc(C)c1S(=O)(=O)N(C)C[C@@H]1Oc2ccc(NS(=O)(=O)c3cccs3)cc2CC(=O)N([C@H](C)CO)C[C@H]1C	0.1
COc1ccc2c3c([nH]c2c1)[C@H](CO)N(S(C)(=O)=O)CC31CCN(CC2CC2)CC1	0.8
O=C(C[C@H]1CC[C@@H]2[C@H](COC[C@H](O)CN2Cc2ccc(F)cc2)O1)N1CCc2ccccc2C1	-2.2
CS(=O)(=O)Nc1ccc2c(c1)[C@H]1C[C@@H](CC(=O)NCc3cc(F)ccc3F)O[C@H](CO)[C@H]1O2	-0.6
COCC(=O)N1CC[C@@H]2[C@H]1c1cc(-c3ccc(OC)cc3)ccc1N(C)[C@H]2CO	17*
COc1ccc(C(=O)Nc2ccc3c(c2)C(=O)N(C)C[C@H](OC)[C@@H](C)CN(C(C)=O)[C@H](C)CO3)cc1	-1.5
C[C@@H]1CN([C@H](C)CO)C(=O)Cc2cc(NC(=O)Cn3cnnn3)ccc2O[C@H]1CN(C)Cc1ccc(C(=O)O)cc1	-1.0
Cc1ccc(-c2ccc3c(c2)O[C@H](CN(C)C(=O)Nc2ccc(C(F)(F)F)cc2)[C@@H](C)CN([C@H](C)CO)S3(=O)=O)cc1	1.0
COc1ccc(NC(=O)N(C)C[C@@H]2Oc3cc(-c4ccncc4)ccc3S(=O)(=O)N([C@H](C)CO)C[C@H]2C)cc1	0.4
C[C@@H]1CN([C@H](C)CO)C(=O)c2cc(NC(=O)Cc3ccccc3)ccc2O[C@@H](C)CCCCO[C@@H]1CN(C)S(=O)(=O)c1ccccc1	-1.3
C[C@@H](O)C#Cc1ccc2c(c1)O[C@@H](CN(C)C(=O)c1ccncc1)[C@@H](C)CN([C@@H](C)CO)S2(=O)=O	-1.1
C[C@@H]1CN([C@H](C)CO)C(=O)c2cc(NC(=O)CCCCCC(=O)Nc3ccccc3N)ccc2O[C@@H]1CN(C)C(=O)Nc1ccc(F)cc1	0.0
C[C@@H]1CN([C@H](C)CO)C(=O)c2c(c3ccccc3n2C)-c2ccccc2CO[C@H]1CN(C)Cc1ccc2c(c1)OCO2	-0.5
C[C@@H]1CN([C@@H](C)CO)C(=O)Cc2cc(NS(=O)(=O)c3cn(C)cn3)ccc2O[C@@H]1CN(C)C(=O)Nc1cccc2ccccc12	0.0
COCC(=O)N(C)C[C@H]1Oc2cc(C#C[C@@H](C)O)ccc2S(=O)(=O)N([C@H](C)CO)C[C@H]1C	0.4

An excerpt of these results, as labelled records.
> Cc1noc(C)c1S(=O)(=O)N(C)C[C@@H]1Oc2ccc(NS(=O)(=O)c3cccs3)cc2CC(=O)N([C@H](C)CO)C[C@H]1C
  TcdB inh: 0.1
> COc1ccc2c3c([nH]c2c1)[C@H](CO)N(S(C)(=O)=O)CC31CCN(CC2CC2)CC1
  TcdB inh: 0.8
> O=C(C[C@H]1CC[C@@H]2[C@H](COC[C@H](O)CN2Cc2ccc(F)cc2)O1)N1CCc2ccccc2C1
  TcdB inh: -2.2
> CS(=O)(=O)Nc1ccc2c(c1)[C@H]1C[C@@H](CC(=O)NCc3cc(F)ccc3F)O[C@H](CO)[C@H]1O2
  TcdB inh: -0.6

Next part
SMILES	TcdB inh
C[C@H]1CN([C@@H](C)CO)C(=O)Cc2cc(NC(=O)NC3CCCCC3)ccc2O[C@H]1CN(C)Cc1ccc(Oc2ccccc2)cc1	-0.8
C[C@@H]1CN([C@H](C)CO)C(=O)c2cc(NC(=O)Nc3ccc4c(c3)OCO4)ccc2O[C@@H](C)CCCCO[C@@H]1CN(C)C(=O)c1ccccc1	-4.1
C[C@@H]1CN([C@H](C)CO)S(=O)(=O)c2ccc(C#C[C@@H](C)O)cc2O[C@H]1CN(C)Cc1ccccn1	-0.8
O=C(C[C@@H]1C[C@H]2c3cc(NC(=O)Nc4ccccc4)ccc3O[C@H]2[C@@H](CO)O1)NCC1CC1	-1.1
C[C@H](CO)N1C[C@H](C)[C@@H](CN(C)C(=O)C2CCCCC2)Oc2cc(C#Cc3ccncc3)ccc2S1(=O)=O	-5.6
C[C@H]1CN([C@@H](C)CO)C(=O)c2cc(NC(=O)C3CCCCC3)ccc2O[C@H]1CN(C)S(C)(=O)=O	0.4
CO[C@@H](CN(C)C(=O)c1ccccc1F)[C@@H](C)CN([C@@H](C)CO)S(=O)(=O)c1ccc(C)cc1	-0.5
